GSIS activator = primary screen for activators of insulin secretion dependent on glucose, INS-1E cells, GLuc reporter luminescence. INS-1E GLuc reporter insulin secretion, 2-3 h. activation, % at 16.6 µM. actives 0.61% (n = 370,000). AID 743287;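 active = lowest replicate activation of at least 40%, so every replicate reaches that level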;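 note: 0% = median of neutral control wells and 100% = median of IBMX positive control wells; some compounds called inactive have numbers as strong as hits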
ERp5 block = inhibitors of human ERp5 | Q15084 | ERp5 insulin aggregation, absorbance 650 nm, 90 min | inhibition, % at 9.99 µM | actives 0.05% (n = 350,000);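 active = mean replicate inhibition above about 25%, with every replicate also reaching it, limit read from the data, passing the limit was not always enough; inconclusive = only one of those two criteria met; inactive = neither criterion met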
Target sequence (Q15084 whole entry, looked up): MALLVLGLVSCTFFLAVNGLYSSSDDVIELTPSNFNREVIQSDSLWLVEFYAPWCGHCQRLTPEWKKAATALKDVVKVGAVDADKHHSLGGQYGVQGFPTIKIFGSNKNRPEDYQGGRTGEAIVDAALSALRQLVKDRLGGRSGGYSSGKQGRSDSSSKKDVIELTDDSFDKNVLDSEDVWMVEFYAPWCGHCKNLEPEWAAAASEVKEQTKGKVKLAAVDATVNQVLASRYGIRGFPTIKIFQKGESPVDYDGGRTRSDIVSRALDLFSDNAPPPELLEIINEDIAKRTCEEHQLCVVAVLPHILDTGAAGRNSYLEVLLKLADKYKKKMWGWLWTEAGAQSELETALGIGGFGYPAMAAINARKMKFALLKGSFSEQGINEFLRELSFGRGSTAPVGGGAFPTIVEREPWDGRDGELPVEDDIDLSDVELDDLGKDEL
ARNT TACC3 PPI = disrupts binding between human ARNT and TACC3. inhibition, % at 9.99 µM. AlphaScreen His-ARNT PAS-B/GST-TACC3 binding, luminescence; TACC3 fragment carries E629A point mutation. actives 0.66% (n = 390,000);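 active = mean inhibition of replicates at least 50% and at least half of replicates each reaching 50%; inconclusive = half or more replicates reach 50% but mean below 50%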;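 note: 0% = complete ARNT plus TACC3 wells and 100% = ARNT alone without TACC3; many hits fall short of the cut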
PAX8 reporter = PAX8 transcriptional activity inhibition; RMG-I TPO-luciferase reporter, SteadyGlo, 24 h; inhibition, % at 12.6 µM; actives 1.2% (n = 360,000);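 active = mean replicate inhibition at least 60% with every replicate also reaching 60%; inconclusive = only one of the two criteria is met; inactive = mean below 60% and not all replicates reaching 60%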;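 note: luciferase light reporting Pax8 driven TPO promoter activity; plate controls were median of neutral control wells for no effect and mitoxantrone controls for full effect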
EWS-Fli block = EWS/Fli transcriptional activity inhibition | A673 NR0B1-luciferase reporter, viability-normalised | inhibition, % at 12.6 µM | actives 0.67% (n = 350,000) | AID 651661;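 active = mean inhibition of at least 50% after viability correction, with every replicate also passing that limit; inconclusive = mean reaches 50% but only one of two replicates passes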;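 note: firefly luciferase signal divided by Alamar Blue viability fluorescence both relative to DMSO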
XiGFP reactiv = X-chromosome reactivation activator; actives 0.055% (n = 360,000); XiGFP mouse fibroblasts, % GFP-positive cells imaging, 3 d; cells co-treated with 5-aza-dC sensitizer; scaled so ellipticine positive control = 100%; AID 743238; activation, % at 7.58 µM;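 active = mean normalized replicate activation at least 10% and every replicate at or above 10%; inconclusive = only one of the two criteria met; inactive = mean below 10% and not all replicates reach 10%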;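 note: 0% = median of on-plate neutral control wells and 100% = ellipticine 6 µM median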
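System: 68-5-11 XiGFP fibroblast line | Buffer or medium: DMEM containing 5-aza-dC | Compound: Single point | Times: Compounds 3 days, fix/stain 15 min at room temperature | Benchmarks: Positive control ellipticine, 6 µM final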
DENV2 CPE rescue = DENV2-induced cell death inhibition; DENV2-infected cells, cytopathic effect rescue, plate reader; CPE inhibition, % at 9.99 µM; actives 1.7% (n = 350,000); AID 651640; in the data active = CPE inhibition above about 20%, passing the limit was not always enough; inconclusive = no clear call, values can overlap the other calls; tested in BHK-21 cells;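 note: 0% = median of neutral control wells and 100% = median of positive control wells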
F508del corr = correctors of CFTR F508del function in bronchial epithelial cells; CFBE cells, YFP halide quenching; stimulated with forskolin plus potentiator P3; % fluorescence drop versus neutral controls; activity (quench increase), % at 7.58 µM; actives 0.36% (n = 350,000); AID 720511;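 active = mean added fluorescence quench of at least 8% versus neutral control, with both replicates also reaching 8%; inconclusive = only one of the mean or replicate conditions met; inactive = mean below 8% and not both replicates reaching 8%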;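 note: cells transiently co-express mutant CFTR-F508del with the halide-sensitive YFP; corrector assay measuring rescue of mutant channel to the surface after 24 h compound exposure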
Numbers without * were called inactive; ? = inconclusive; . = not tested or not shown; & = joins results of further samples.

SMILES	GSIS activator	ERp5 block	ARNT TACC3 PPI	PAX8 reporter	EWS-Fli block	XiGFP reactiv	DENV2 CPE rescue	F508del corr
CCOc1ccccc1NC(=S)NCc1ccccc1	12	-1	-1	20	17	0.0	-8	-1.5
Cc1ccc(C(=O)/C=C/c2ccc(-c3ccc(C)cc3)o2)cc1	-11	.	2	9	.	-0.1	.	.
COC(=O)c1ccc(C)c(NC(=O)c2ccc(CN3CCc4ccccc4C3)cc2)c1	0	2	-6	26	4	-0.1	2	-2.4
O=S(=O)(Cc1nnnn1-c1ccc(Br)cc1)c1ccccc1	0	6	.	4	-4	0.3	4	0.4
CN1C(=O)C(C)(C)c2cc(S(=O)(=O)N3CCC(C(=O)NCc4ccc(F)cc4)CC3)ccc21	-14	-1	-5	0	5	1.5	-6	0.1
CC(CC(=O)OCC(=O)NC1CCS(=O)(=O)C1)c1ccccc1 (configuration not stated)	.	-2	2	-9	11	-0.1	-1	-3.4
COc1cc(/C=N/Nc2ccc3ccccc3c2)ccc1OC(=O)c1ccco1	3	.	24	19	.	0.4	.	.
CC(=O)n1cc([C@H]2C=C(C(=O)NCc3ccccc3)O[C@@H](OCCCCO)C2)c2ccccc21	.	18&0	1	2&2	19&13	0.0	19	-0.2&-3.4
Cc1ccccc1NC(=O)CCc1c(C)nn(-c2ccc(N3CCCCC3)nn2)c1C	-4	-3	.	-49	.	0.0	0	-0.9
O=C(CN1C(=O)C2CC=CCC2C1=O)Nc1cc(C(F)(F)F)ccc1N1CCCC1 (configuration not stated)	-23	5	0	.	1	-0.3	-11	-1.7
O=C(Nc1ccc(F)c(Cl)c1)c1cccnc1	10	-1	20	-20	-24	0.0	-2	0.1
Cc1cc(NC(=O)CSc2nnc(C)n2-c2ccccc2)no1	3	-7	.	0	3	0.1	-1	1.0

Looked up by compound from above, 2 records:
SMILES	GSIS activator	ERp5 block	ARNT TACC3 PPI	PAX8 reporter	EWS-Fli block	XiGFP reactiv	DENV2 CPE rescue	F508del corr
O=C(CN1C(=O)C2CC=CCC2C1=O)Nc1cc(C(F)(F)F)ccc1N1CCCC1 (configuration not stated)	-23	5	0	.	1	-0.3	-11	-1.7
Cc1cc(NC(=O)CSc2nnc(C)n2-c2ccccc2)no1	3	-7	.	0	3	0.1	-1	1.0

Remaining list, next part.
SMILES	GSIS activator	ERp5 block	ARNT TACC3 PPI	PAX8 reporter	EWS-Fli block	XiGFP reactiv	DENV2 CPE rescue	F508del corr
COCC(=O)Nc1ccc2c(c1)[C@H]1C[C@H](CC(=O)NCc3ccccc3OC)O[C@@H](CO)[C@H]1O2	1	.	-7	.	-1	0.1	-3	2.8
CCCC(=O)Nc1ccc2c(c1)C(=O)N(C)C[C@H](OC)[C@H](C)CN(C(C)=O)[C@@H](C)CO2	4	-3	-4	.	-2	0.3	5	0.2
C/C(=N/NC(=O)c1ccncc1)c1ccc(NC(=O)c2ccccc2)cc1	.	4	-1	-24	-18	0.2	-4	-0.7
O=C1CCC[C@@H]2C[C@@]3(C[C@@H]4CCN1[C@H]24)Nc1cc(Cl)ccc1NC3=NCc1ccccc1	.	1	7	14	-9	-0.1	0	-0.4
CSC1=NCCN1C(=O)c1ccc(Br)o1	-5	5	.	-60	-34	0.1	9	-1.6
CC(=O)OCCn1c([N+](=O)[O-])cnc1C=[N+]([O-])C1CCCCC1	0	-3	.	-5	1	0.0	2	2.4
N#C[C@@H]1[C@H](c2ccccc2-c2cccc(F)c2)[C@H](CO)N1C(=O)C1CCCCC1	-14	7	.	58	0	0.0	5	-1.0
CCCNC(=O)N[C@@H]1CC[C@@H](CC(=O)NC2CCC2)O[C@@H]1CO	8	4	-4	-5	2	0.1	1	-5.4
CCCN1[C@H](C(=O)N[C@H](C)c2ccccc2)[C@@H](CO)[C@@H]2Cn3c(ccc(-c4ccc(F)cc4)c3=O)[C@@H]21	1	1	17	23	23	0.3	?	-3.5
O=[N+]([O-])c1cc(-c2csc(NCCc3nc4cc(C(F)(F)F)ccc4n3CCCO)n2)ccc1Cl	-11	-4	-2	11	1	0.3	0	0.2
Cc1ccc(C)c(N2CCN(C(=O)Cn3ncc4c([nH]c5ccc(C)cc54)c3=O)CC2)c1	3	5	-3	16	-1	0.1	-3	0.2
Cc1ccc(NC(=O)c2ccc3nsnc3c2)c(Cl)c1	8	-6	-2	-103	.	0.1	-7	-0.9
COc1cccc(NC(=O)C(=O)NCC(c2ccco2)N2CCc3ccccc3C2)c1 (configuration not stated)	0	-3	4	33	6	-0.1	?	3.2
O=[N+]([O-])c1cccc(COc2cccc(CO)c2)c1	1	1	-1	-86	-22	-0.1	1	-1.6
COc1ccc(NC(=O)c2ccc3[nH]c(C)c(C)c3c2)c(OC)c1	8	3	-2	-5	-58	0.0	-1	-1.8
COc1ccc(NC(=O)CSCC(=O)Nc2cccc(S(=O)(=O)N3CCCCCC3)c2)cc1	-12	-4	-1	-5	16	0.0	-2	-0.5
COc1ccc(C=C2CCC3C(=O)CCCC3(C)C2=O)cc1 (configuration not stated)	1	-2	.	-229	-94	0.0	-9	2.8
O=C(C[C@@H]1CC[C@H]2[C@@H](COC[C@H](O)CN2C(=O)c2cccnc2)O1)NCc1ccc(-c2ccccc2)cc1	3	-8	8	5	7	0.3	-8	-2.1
COC(=O)C1=C(C)N(c2cc(C)cc(C)c2)/C(=C/c2ccco2)C1=O	-1	-2	-5	10	8	0.0	0	0.2
Cn1c(N)c(C(=O)COC(=O)c2ccc(Cl)nc2)c(=O)n(C)c1=O	0	2	-8	32	9	0.0	2	-1.8
Nn1c(SCC(=O)NCC2CCCO2)nnc1-c1cc(Cl)ccc1Cl (configuration not stated)	2	7	-8	3	3	0.1	-7	1.7
COC(=O)c1ccc(C(=O)NC2CCCc3c2cnn3-c2ccc(C)c(C)c2)cc1 (configuration not stated)	-26	4	0	19	.	0.8	?	10*
CC(=O)c1ccc(S(=O)(=O)NCCC(=O)OCC(=O)N2CCCC2=O)cc1	19	0	0	-12	7	0.0	2	-2.2
CN(CC(O)COc1ccc2ccccc2c1)C1CCCCC1 (configuration not stated)	-5	3	-1	12	6	0.1	7	2.1
CC(=O)NC(c1ccc([N+](=O)[O-])cc1)c1c(O)ccc2ccccc12 (configuration not stated)	-25	-1	.	-10	2	0.2	-5	1.2
CCC(=O)N1[C@@H](CO)[C@H](c2ccccc2)[C@@H]1CNC(=O)CN1CCOCC1	2	-1	-2	5	-2	0.1	-13	-4.3
Cc1nc(NC(=O)/C=C/c2ccccc2)sc1C(=O)Nc1cccc(Cl)c1	9	-1	-5	10	5	-0.2	-2	.
Cc1noc(C)c1NC(=O)N(C)C[C@@H]1OCc2cnnn2CCCC(=O)N([C@@H](C)CO)C[C@@H]1C	4&11	7&9	1	-17&-3	0&3	0.0&0.1	7&0	-4.3&-0.7
N=c1c2ccccc2nnn1-c1cccc(C(F)(F)F)c1	2	-6	-3	-19	-7	0.0	-4	-2.1
O=C(COc1ccccc1F)N1CCc2ccccc2C1	21	4	14	-27	-21	0.1	7	0.7
C[C@@H]1CN([C@@H](C)CO)C(=O)c2cc(C#Cc3cccc(F)c3)cnc2O[C@H]1CN(C)C(=O)C1CC1	-7	0	-7	.	-2	-1.0	3	-0.4
COc1ccc(Cl)cc1NC(=O)CN(C)CC(=O)NCc1cccs1	1	6	-4	14	0	0.0	6	-2.7
CC(=O)NS(=O)(=O)c1ccc(NC(=O)c2ccc(-n3nc(C)cc3C)cc2)cc1	6	-91	-1	10	-22	0.0	3	2.2
CCC(C)c1ccc(S(=O)(=O)N2CCN(CC(O)COCC3CCCO3)CC2)cc1 (configuration not stated)	6	-7	.	-25	1	0.4	14	0.8
COc1ccc(CCN=C(NS(=O)(=O)c2ccc(Cl)cc2)c2ccccc2)cc1	-11	0	.	13	8	0.0	-3	-0.4
CCCCn1c(N)c(N(CC(C)C)C(=O)c2cc(-c3ccc(OC)cc3)nc3ccccc23)c(=O)[nH]c1=O	-3	-8	-4	-1	13	0.1	.	-3.1
Cc1noc(C)c1S(=O)(=O)Nc1ccc2c(c1)C(=O)N([C@H](C)CO)C[C@@H](C)[C@@H](CN(C)S(=O)(=O)c1ccc(Cl)cc1)O2	-8	-10	.	.	6	0.7	-7	-3.8
CN(C)CCN(C(=O)/C=C/c1cccs1)c1nc2ccc(Br)cc2s1	-4	5	1	19	-3	0.4	-2	0.0
Cc1cc(Br)ccc1NC(=O)CNC(=O)CSc1ncccn1	-3	-1	-6	8	-2	0.1	-10	-0.9
CCN(CC)c1ccc(C(=O)NNC(=O)C2CCN(c3ncnc4sc(C)c(C)c34)CC2)cc1	-54	3	.	4	13	-0.1	-14	3.5
Cc1ccc(N(C)S(=O)(=O)c2ccc3c(c2)CC(C)N3C(=O)C2CC2)cc1 (configuration not stated)	2	-2	2	-10	.	0.1	7	0.4
O=C(c1ccc(Br)cc1)N1CCN(c2ncccn2)CC1	.	.	-7	-4	-2	-0.1	2	1.4
CC(=O)Nc1ccc(S(=O)(=O)Nc2ccc(F)c([N+](=O)[O-])c2)cc1	15	-7	-5	10	8	0.0	7	-1.1
O=C(C1CCCC1)N1[C@@H]2CN(S(=O)(=O)c3ccccc3)c3ccccc3[C@@H]2[C@@H]1CO	-2	1	6	-35	-2	-0.1	-7	2.0
CN(Cc1ccccc1)C(=O)c1csc(COCCO)n1	22	4	.	-17	-10	-0.1	?	0.3
C[C@H]1CN([C@@H](C)CO)C(=O)c2cc(C#CC3CCCCC3)cnc2O[C@H]1CN(C)S(C)(=O)=O	3	-1	2	-22	-7	-0.3	15	1.7
COc1ccc2cc(C#N)c(Cl)nc2c1	-3	0	21	17	4	0.0	0	-3.5
CO[C@@H]1CN(C)C(=O)c2cc(NC(=O)C3CCC3)ccc2OC[C@H](C)NC[C@H]1C	0	3	-5	-13	-1	-0.7	1	-2.1
O=C(c1cc(C2CC2)nn1-c1ccccc1)N1CCN(Cc2c(F)cccc2Cl)CC1	.	-2	-6	-6	2	0.3	7	-2.8
COc1ccc(S(=O)(=O)NCc2cccnc2)cc1NC(=O)c1ccc(C)cc1	-9	7	-1	3	2	0.1	-4	-3.1

For convenience, some entries already given.
SMILES	GSIS activator	ERp5 block	ARNT TACC3 PPI	PAX8 reporter	EWS-Fli block	XiGFP reactiv	DENV2 CPE rescue	F508del corr
O=C(c1ccc(Br)cc1)N1CCN(c2ncccn2)CC1	.	.	-7	-4	-2	-0.1	2	1.4
CC(=O)Nc1ccc(S(=O)(=O)Nc2ccc(F)c([N+](=O)[O-])c2)cc1	15	-7	-5	10	8	0.0	7	-1.1
O=C(C1CCCC1)N1[C@@H]2CN(S(=O)(=O)c3ccccc3)c3ccccc3[C@@H]2[C@@H]1CO	-2	1	6	-35	-2	-0.1	-7	2.0
CN(Cc1ccccc1)C(=O)c1csc(COCCO)n1	22	4	.	-17	-10	-0.1	?	0.3
C[C@H]1CN([C@@H](C)CO)C(=O)c2cc(C#CC3CCCCC3)cnc2O[C@H]1CN(C)S(C)(=O)=O	3	-1	2	-22	-7	-0.3	15	1.7
COc1ccc2cc(C#N)c(Cl)nc2c1	-3	0	21	17	4	0.0	0	-3.5
CO[C@@H]1CN(C)C(=O)c2cc(NC(=O)C3CCC3)ccc2OC[C@H](C)NC[C@H]1C	0	3	-5	-13	-1	-0.7	1	-2.1
O=C(c1cc(C2CC2)nn1-c1ccccc1)N1CCN(Cc2c(F)cccc2Cl)CC1	.	-2	-6	-6	2	0.3	7	-2.8
COc1ccc(S(=O)(=O)NCc2cccnc2)cc1NC(=O)c1ccc(C)cc1	-9	7	-1	3	2	0.1	-4	-3.1
